NOD1 NF-kB reporter: NOD1 signaling inhibitors, primary screen, cell-based, luminescence, uHTS (AID 1578) | NOD1-driven NF-kB luciferase reporter cells, luminescence; higher % means a stronger effect | one-dose inhibition, % at 4 µM; EC50 in µM for titrated hits | 290,000 compounds, 1% hits; in the data active = inhibition mostly above about 36%, no sharp cut-off; inactive = mostly below about 34%;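 also: HEK-293T reporter cells stimulated with the NOD1 agonist gamma-tri-DAP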
NOD2 inhibition: NOD2 signaling inhibitors, cell-based, luminescence, uHTS, HEK293 (AID 1566); 290,000 compounds, 0.63% hits; HEK293 NOD2/NF-kB luciferase reporter, luminescence; higher % means a stronger effect; one-dose inhibition, % at 4 µM; EC50 in µM for titrated hits; in the data active = inhibition above about 50%; also: many of its hits are not listed in these tables
P. falciparum M17LAP: P. falciparum M17LAP inhibitors, primary screen, biochemical, fluorogenic H-Leu-NHMec substrate, 1536-well (AID 1619); recombinant M17LAP, H-Leu-NHMec fluorogenic kinetic assay; higher % means a stronger effect; one-dose inhibition, % at 30 µM; IC50 in µM for titrated hits; 220,000 compounds, 0.38% hits;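 active = compound inhibiting the enzyme by more than half at any dose during confirmatory dose-response retesting; inconclusive = strong single-dose inhibitors picked by rank but not retested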;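 also: plate controls were full reaction with DMSO carrier for no effect and no enzyme background for full effect; strong numbers were not always called active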
Dynein transport: dynein cargo transport inhibition. 3617.4 mouse cells, GR-EGFP nuclear translocation imaging; test concentration mostly 20 µM; stimulated with dexamethasone, 1 µM; stronger effect = lower value. z-score, hits read low. 220,000 compounds, 0.47% hits;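 active = plate z-score of nuclear minus cytoplasmic receptor signal below a set negative limit, without overly bright fluorescence or cell loss, cut at about -3.5 in these data, passing the limit was not always enough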;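 also: z-score of nuclear minus cytoplasmic ring GR-EGFP intensity difference per well; some compounds called inactive have numbers as strong as hits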
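Buffer or medium: tetracycline-free induction medium containing charcoal-stripped FBS / Reagent: dexamethasone agonist, 1.0 µM final, for 30 min / Technique: automated 10x imaging of fixed Hoechst-stained cells / Times: induction 48 h, compound 1 h, agonist 30 min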
b-catenin transl: alters nuclear translocation of beta-catenin in HeLa cells; immunofluorescence imaging; 190,000 compounds, 0.3% hits; nuclear translocation activity, % at 5 µM;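 active = nuclear translocation activity above 50% at 5 µM, with a well cell count of 50 or more; inconclusive = wells under 50 cells across six images, flagged as toxic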;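 also: per-cell ratio of nuclear to cytoplasmic median beta-catenin stain intensity; plate controls were DMSO negative control for no effect and GSK-3 inhibitor IX positive control for full effect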
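Test system: HeLa cells, endogenous beta-catenin; Compound: single 5 µM dose plus 0.02–20 µM confirmation series; Times: compound exposure 24 h at 37°C; Signal: fluorescence imaging of beta-catenin antibody stain plus DAPI; Read-out: % activation, nuclear-to-cytoplasmic median beta-catenin signal ratio per cell.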
Yfh1-depleted yeast: enhancers of respiration in Yfh1-depleted yeast, dose response, Friedreich's ataxia, plus single-dose screen (AID 1465); S. cerevisiae Yfh1-off respiration, WST-1 reduction, 72 h; higher fold induction means a stronger effect; one-dose fold induction at 50 µM; EC50 in µM for titrated hits; 220,000 compounds, 0.074% hits;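 active = fold induction of absorbance versus untreated yeast above a set limit, then at least 30% activation at any dose in follow-up; inconclusive = repeats straddling the limit, or above it without dose testing; inactive = fold induction below the set limit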;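 also: activators that raise dye reduction in frataxin-depleted yeast; strong numbers were not always called active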
MT stabilize HCS: microtubule stabilization, imaging screen; HeLa tubulin immunostaining HCS, 24 h; share of cells brighter than vehicle mean+2SD; % tubulin-high responders, % at 10 µM; 200,000 compounds, 0.83% hits; AID 2205;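 active = plate Z-score above 3 for both tubulin-high and condensed-nucleus cell shares, with cell loss under 80%, at 10 µM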;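 also: anti alpha tubulin signal scored within the nucleus-defined area of each cell; some results filed as inactive read as strong as hits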
Insulin prom up: MIN6 insulin promoter up-regulation | MIN6 insulin promoter-GFP reporter, high-content imaging; stronger effect = higher value | 190,000 compounds, 0.3% hits | z-score at 5 µM;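 active = z-score above 3 at 5 µM with at least 500 cells counted in the well; inconclusive = wells under 500 cells, flagged as cytotoxic or low count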
Autophagy HCS: modulators of autophagy | MEF GFP-LC3 puncta imaging; test concentration mostly 10 µM | calls only at 10 µM (by protocol) | 190,000 compounds, 0.98% hits | AID 463193;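 active = percentage of spot-positive cells more than 3 SD above its plate mean, without a fluorescence outlier flag or 80% toxicity; inconclusive = no clear call, values can overlap the other calls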;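 also: spot-positive cell cutoff set from DMSO-treated cells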
Dynein transport cytoplasmic EGFP: second read-out of Dynein transport, no call of its own (marks repeat the call); z-score; measured here: cytoplasmic GR-EGFP intensity; stronger effect = higher value
Dynein transport nuclear GR-EGFP: recorded beside Dynein transport, whose call it bears; z-score; measured here: nuclear GR-EGFP intensity;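 lower value marks the stronger effect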
Dynein transport cell count: recorded beside Dynein transport, whose call it bears; z-score; measured here: cell count per field
Insulin prom up cell count: recorded beside Insulin prom up, whose call it bears; cell count; measured here: cytotoxicity, nuclei count;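 total cells summed across four imaged fields per well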
b-catenin transl cell count 5 µM: also measured in b-catenin transl; calls as there; cell count; measured here: cell count, cytotoxicity flag
MT stabilize HCS Hoechst-high %: second read-out of MT stabilize HCS, no call of its own (marks repeat the call); % Hoechst-high responders; measured here: nuclear condensation Hoechst responders;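 share of cells brighter than vehicle mean plus two SD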
MT stabilize HCS cytotoxicity %: further read-out of MT stabilize HCS, marked with its call; toxicity, %; measured here: cytotoxicity by cell density;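 0% = mean cell density of plate MIN control wells and 100% = no cells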
Autophagy HCS cell loss 18 h: second read-out of Autophagy HCS, no call of its own (marks repeat the call); toxicity, %; measured here: cell loss, nuclei count;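 cell loss after 18 h compound exposure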
* hit, by the source's call; i = inactive; ? = inconclusive; · = not tested or not shown. An excerpt; count on the stated rates, not on these rows.

compound | NOD1 NF-kB reporter | NOD2 inhibition | P. falciparum M17LAP | Dynein transport | Dynein transport cytoplasmic EGFP | Dynein transport nuclear GR-EGFP | Dynein transport cell count | b-catenin transl | b-catenin transl cell count 5 µM | Yfh1-depleted yeast | MT stabilize HCS | MT stabilize HCS Hoechst-high % | MT stabilize HCS cytotoxicity % | Insulin prom up | Insulin prom up cell count | Autophagy HCS | Autophagy HCS cell loss 18 h
COc1ccc(-c2cc(C(F)(F)F)nc(-n3cc(Br)cn3)n2)cc1 | 2% | 8% | 9% | 0.22 | -0.13 | 0.1 | -0.35 | · | · | i | 1.1 | 1.1 | 6.5 | · | · | i | 1
CCCCn1c(=O)[nH]c(=O)c2c1nc(-c1ccc(C#N)cc1)n2C1CCCC1 | -19% | 8% | -10% | -0.41 | -0.22 | -0.21 | 0.86 | -4.0 | 1042 | · | 1.6 | 1.6 | 13 | 0.18 | 1125 | i | -14
O=C(O)CCS(=O)(=O)c1ccccc1Cl | -14% | -2% | -3% | -0.13 | -0.07 | 0.091 | -1.6 | 0.1 | 1064 | i | 2.5 | 1.3 | 6.2 | 0.55 | 1376 | i | -13
O=C(/C=C/c1ccc(F)cc1)NNC(=O)CCN1CCN(Cc2ccccc2)CC1 | -9% | -19% | 2% | -0.048 | -0.28 | 0.21 | 0.19 | 2.2 | 1049 | i | 10 | 1.1 | 8.0 | -0.71 | 960 | i | 2
COc1cc(OC)c(/C=N/NC(=O)c2ccncc2)cc1Br | 5% | 26% | -2% | -0.3 | -0.24 | -0.14 | 0.24 | -0.5 | 495 | i | 1.6 | 1.5 | 3.9 | · | · | i | -47
COC(=O)C1=CN(CCCN2CCCC2=O)C=C(C(=O)OC)C1c1ccccc1C(F)(F)F | -11% | 15% | -361% | -0.34 | -0.21 | -0.18 | 0.18 | -0.2 | 1345 | i | 1.4 | 1.9 | 11 | 1.8 | 1672 | i | 12
Cc1nc(C(=O)N/N=C/c2[nH]ncc2Br)cs1 | -14% | 4% | 8% | 0.74 | -0.3 | 0.14 | 0.11 | -4.8 | 1164 | i | · | · | · | · | · | · | ·
CCOc1ccc(/C=C/C(=O)Nc2ccc3[nH]c(=O)[nH]c3c2)cc1 | -7% | 6% | 3% | 0.046 | -0.25 | 0.074 | -0.028 | -2.4 | 1118 | i | 3.9 | 2.0 | 5.3 | -0.04 | 1532 | i | -11
OCc1ccc(O)c2ncccc12 | -12% | 1% | 11% | -0.8 | -0.19 | -0.66 | -0.13 | -1.1 | 1279 | i | 2.1 | 1.3 | 13 | ? | · | i | 24
C/C(Cn1nnc([N+](=O)[O-])n1)=N\NC(=O)c1ccccc1 | 32% | 36% | 5% | -0.75 | -0.19 | 0.22 | 0.71 | 0.1 | 1409 | i | 3.0 | 1.5 | 7.7 | -0.08 | 1089 | i | 15
Clc1ccc(C2CC(c3ccccc3)Nc3ncnn32)cc1 (stereo not given) | -26% | -2% | -1% | -0.35 | -0.22 | 0.071 | 0.5 | -1.1 | 1175 | i | 2.9 | 2.0 | 7.5 | · | · | i | 23
COC(=O)CC/C(O)=C1\C(=O)CC(C)(C)CC1=NCc1nc2ccccc2[nH]1 | -36% | 18% | 35% | 0.45 | -0.3 | 0.32 | 0.018 | -1.2 | 1084 | i | 2.4 | 1.5 | 2.4 | -0.23 | 1392 | i | 13
Cn1c(=O)oc2cc(S(=O)(=O)N3CCCC(C(=O)Nc4ccc5c(c4)OCCO5)C3)ccc21 (stereo not given) | -14% | -11% | -3% | 2.4 | -0.036 | 1.9 | -1.2 | · | · | i | 8.0 | 1.5 | 5.5 | 0.96 | 782 | i | 7
CCOc1cccc(C(=O)Nc2cccc(-c3nnc(-c4ccccc4)o3)c2)c1 | 21% | -8% | 5% | 0.31 | -0.17 | 0.085 | 1.2 | 1.0 | 1186 | i | 13 | 4.6 | 30 | -1.6 | 967 | i | -48
CCC(C)[C@H](NC(=O)NCCCn1ccnc1)C(=O)OC (stereo not given in full) | 11% | 15% | 35% | -0.47 | -0.27 | -0.48 | 0.5 | -1.1 | 981 | i | 2.6 | 2.4 | 5.3 | 0.33 | 1362 | i | 14
Cc1cccc(OCC(=O)Nc2ccc3c(c2)OCCO3)c1 | -32% | -36% | 15% | -0.84 | -0.16 | -0.36 | -0.37 | · | · | i | 2.6 | 2.6 | 4.0 | · | · | i | -1
CC(O)c1nc2ccccc2n1Cc1nnc(-c2ccc(Cl)cc2)o1 (stereo not given) | -55% | -24% | -2% | 0.21 | -0.083 | 0.31 | -0.2 | -1.5 | 961 | i | 4.1 | 3.0 | 12 | -0.32 | 1101 | i | 7
CC(=O)C(C(C)=O)c1c(Cl)c(O)c(O)c2c(C(=O)c3ccccc3)coc12 | 12% | 5% | 8% | -1 | -0.15 | -0.31 | 0.29 | -0.7 | 1152 | i | 3.5 | 1.4 | 13 | -0.92 | 1025 | i | -19
CN(C)CCNc1nc2c(c(=O)[nH]c(=O)n2C)n1CC(O)COc1ccc(Cl)cc1 (stereo not given) | -7% | -3% | 8% | -0.23 | -0.17 | 0.3 | -0.55 | -1.2 | 1187 | i | 5.6 | 2.7 | 7.4 | -0.38 | 1287 | i | 13
COC(C[C@@H](O)C[C@H](O)COCc1ccccc1)OC | -2% | 8% | -6% | -0.74 | -0.78 | -0.33 | 0.55 | 0.9 | 1389 | i | · | · | · | -0.13 | 1050 | · | ·
Cc1ccc(OCc2nnc(NC(=O)OCC(C)C)s2)cc1 | -21% | 5% | -2% | 0.012 | -0.21 | -0.015 | 0.19 | -3.3 | 1271 | i | 3.1 | 2.2 | 6.2 | 0.02 | 865 | i | -4
N#CC1=C(N2CCCCC2)c2cc3c(n2C1=O)CCCC3 | 8% | 18% | -12% | -0.3 | -0.15 | -0.28 | 0.67 | -3.5 | 1007 | i | 1.5 | 0.9 | 0.4 | 0.48 | 1139 | i | -1
CCCC1CC(=O)OC1(C)C(=O)CSc1n[nH]c(-c2ccccc2)n1 (stereo not given) | -32% | -15% | -4% | -0.044 | -0.077 | 0.19 | 0.18 | 1.2 | 1047 | i | 1.5 | 1.5 | 9.1 | -5.9 | 635 | i | -6
Nc1nnc(CCN2C(=O)CSC2=O)s1 | 14% | 4% | -22% | -0.61 | -0.29 | -0.47 | 0.49 | -1.5 | 1159 | i | 4.4 | 1.5 | 10 | 0.3 | 800 | i | 3
CC1=C(C(=O)OCCOC(C)C)C(c2cc3c(cc2Br)OCO3)CC(=O)N1 (stereo not given) | 15% | 10% | 6% | 0.84 | -0.17 | 0.82 | 0.43 | -5.9 | 1035 | i | 4.1 | 2.2 | 3.8 | -0.12 | 880 | i | 5
Cn1nc(-c2ccccc2)c(C(O)c2ccc(Cl)cc2)c1Cl (stereo not given) | -28% | 8% | -1% | · | · | · | · | -1.5 | 1123 | i | 2.0 | 1.3 | 6.5 | -0.41 | 1876 | i | -9
CC(=O)c1cc2c(cc1N/C(=N/S(=O)(=O)c1ccc(C)cc1)c1ccccc1)OCO2 | 71% | 18% | -11% | 0.58 | -0.22 | -0.18 | -0.46 | -3.2 | 503 | i | 2.5 | 2.5 | 3.9 | 1.6 | 1267 | i | 8
COc1ccc(NC2=C(Cl)C(=O)N(CCc3ccccc3)C2=O)cc1 | -16% | 7% | -4% | -0.66 | -0.21 | -0.032 | 0.0079 | -2.3 | 1157 | i | 3.4 | 3.7 | 5.1 | -0.1 | 1475 | i | -10
CC1(C(=O)OCC(=O)c2c[nH]c3ccccc23)CC1(Cl)Cl (stereo not given) | -62% | -72% | 2% | -0.57 | 0.39 | 0.19 | 0.91 | -1.9 | 1183 | · | 1.9 | 1.7 | 7.7 | 0.17 | 970 | i | -11
CCC(C)Nc1nc(N)c([N+](=O)[O-])c(Nc2cc(OC)ccc2OC)n1 (stereo not given) | -12% | -17% | -6% | 0.15 | -0.11 | 0.052 | 1.2 | 1.1 | 1378 | i | · | · | · | -2 | 819 | · | ·
COc1cccc2c1OC1(C)CC2NC(=O)N1 (stereo not given) | -2% | 4% | 4% | -0.22 | 0.38 | 0.13 | -0.19 | · | · | i | 2.8 | 1.4 | 5.5 | -0.47 | 1010 | i | -9
N#Cc1cc(C(=O)c2cc(F)ccc2O)cn(Cc2ccccc2)c1=O | -10% | 15% | 1% | -0.8 | -0.25 | -0.33 | 0.72 | 0.1 | 1057 | i | 3.6 | 2.2 | 2.8 | -0.14 | 1214 | i | -34
COc1cccc(CSc2nnnn2-c2ccc(O)cc2)c1 | 15% | 9% | -3% | 0.7 | -0.27 | 0.75 | -0.26 | 2.3 | 979 | i | 3.8 | 3.2 | 6.6 | 1.5 | 1167 | i | 5
CCOc1ccc(-c2n[nH]c(=S)o2)cc1 | -20% | 8% | -2% | -0.98 | -0.36 | -0.11 | 1.4 | 5.5 | 937 | i | 2.3 | 2.0 | 3.6 | -0.39 | 1126 | i | 13
